From PubChem
HePTP inhibitor = inhibitors of human HePTP phosphatase, primary screen, biochemical, absorbance, leukemia target; Tyrosine-protein phosphatase non-receptor type 7 (Homo sapiens), P35236; recombinant HePTP phosphatase activity, OD absorbance; inhibition, % at 20 µM; 110,000 tested, 0.64% active; in the data active = inhibition above about 50%;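 note: plate controls were vehicle for no effect and reference inhibitor for full effect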
Target sequence (P35236 whole entry, looked up): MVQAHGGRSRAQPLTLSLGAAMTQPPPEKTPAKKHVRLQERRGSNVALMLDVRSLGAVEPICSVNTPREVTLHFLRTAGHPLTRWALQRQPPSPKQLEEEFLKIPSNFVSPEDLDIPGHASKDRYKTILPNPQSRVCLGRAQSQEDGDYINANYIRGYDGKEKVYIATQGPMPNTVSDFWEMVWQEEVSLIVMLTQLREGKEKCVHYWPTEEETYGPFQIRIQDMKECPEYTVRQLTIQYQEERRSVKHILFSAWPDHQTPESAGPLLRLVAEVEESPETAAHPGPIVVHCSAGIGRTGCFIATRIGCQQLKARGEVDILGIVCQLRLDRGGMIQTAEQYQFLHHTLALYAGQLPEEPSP
BAP1 inh = inhibitors of BAP1 deubiquitinase, primary screen, biochemical, Ub-AMC fluorescence, kinetic; Ubiquitin carboxyl-terminal hydrolase BAP1 (Homo sapiens), Q92560; recombinant BAP1, Ub-AMC hydrolysis fluorescence kinetic; active compounds read low; activity remaining (% of control), % at 20 µM; 72,000 tested, 0.48% active; AID 436, 2006;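 active = activity remaining at or below 50% of control, provided the compound also passes the data quality filters; inactive = the rest, including low values that fail the filters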;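 note: 100% = DMSO wells rate and 0% = substrate alone blank rate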
Target sequence (Q92560 whole entry, looked up): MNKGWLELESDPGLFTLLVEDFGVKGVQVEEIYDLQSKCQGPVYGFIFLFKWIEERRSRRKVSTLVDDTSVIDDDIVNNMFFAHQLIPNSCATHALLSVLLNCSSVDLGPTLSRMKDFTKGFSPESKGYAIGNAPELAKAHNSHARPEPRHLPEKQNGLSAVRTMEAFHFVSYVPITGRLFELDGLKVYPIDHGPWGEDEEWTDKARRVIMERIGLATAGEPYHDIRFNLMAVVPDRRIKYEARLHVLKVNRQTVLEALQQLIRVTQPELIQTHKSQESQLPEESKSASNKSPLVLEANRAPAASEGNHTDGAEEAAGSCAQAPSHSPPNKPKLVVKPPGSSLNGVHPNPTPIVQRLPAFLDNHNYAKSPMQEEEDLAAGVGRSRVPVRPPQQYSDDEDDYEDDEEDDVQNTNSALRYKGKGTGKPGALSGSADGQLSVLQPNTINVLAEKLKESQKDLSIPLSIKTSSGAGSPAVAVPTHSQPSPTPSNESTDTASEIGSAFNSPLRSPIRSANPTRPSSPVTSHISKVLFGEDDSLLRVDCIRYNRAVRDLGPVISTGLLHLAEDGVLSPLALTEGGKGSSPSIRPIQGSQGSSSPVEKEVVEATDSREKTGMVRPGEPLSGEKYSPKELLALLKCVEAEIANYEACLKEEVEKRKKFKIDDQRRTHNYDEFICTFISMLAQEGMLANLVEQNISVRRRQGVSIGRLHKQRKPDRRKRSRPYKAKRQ
* = called active by the depositor; / = no result given; & = joins results of further samples.

Order of values – HePTP inhibitor, BAP1 inh
1	COc1ccc(NC(=O)/C(=C\c2cccc([N+](=O)[O-])c2)NC(=O)c2cccs2)cc1
    3, /
2	NC(=O)c1ccc(Cl)c(S(=O)(=O)N2CCOCC2)c1
    6, /
3	O=C(/C=C/c1ccc(Cl)cc1)Nc1ccc(NC(=O)c2ccco2)cc1
    -11, /
4	CC(C)CCn1c(=O)c2ccccc2n2c(CN3C(=O)NC4(CCC(C)CC4)C3=O)nnc12 (stereo not drawn)
    2, 96
5	Cc1cc(/C=C2\C(=O)NC(=O)N(c3ccccc3F)C2=O)c(C)n1-c1cccc([N+](=O)[O-])c1
    3, /
6	CC1=C/C(=N\N=C2\NC(=O)C(CC(=O)Nc3ccc(Cl)cc3)S2)CC(C)(C)C1 (stereo not drawn)
    -5, /
7	CN(C)C1=C(C#N)C(C2CCCCC2=O)c2c(c3ccccc3n2C)N1c1ccc([N+](=O)[O-])cc1 (stereo not drawn)
    104*, /
8	CCOc1ccc(/C(=N\O)C(C)NO)cc1 (stereo not drawn)
    6, 88
9	Cc1csc2nc(CSc3nc4ccccc4o3)cn12
    5, 119
10	O=c1c2[nH]c3ccccc3c2ncn1CCCn1ccnc1
    8, 94
11	O=C(CCCOc1ccccc1)Nc1ccc(S(=O)(=O)Nc2nccs2)cc1
    -9, /
12	COc1ccccc1N1CCN(C(=O)c2ccc(S(=O)(=O)N3CCCCC3)cc2)CC1
    4, 99
13	CCCC(=O)Nc1cccc(-c2nc3cc(C)c(C)cc3o2)c1
    2, 79
14	COc1ccc(NC(=O)NCc2ccccn2)cc1OC
    7, 109
15	C#CCSc1nncn1C(=O)/C=C/c1ccco1
    3, /

(list continues)
Order of values – HePTP inhibitor, BAP1 inh
16	O=C1c2ccccc2C(Nc2ccc3c(c2)OCCO3)N1Cc1ccccc1 (stereo not drawn)
    -2, 83
17	Cc1ccc(C)c(OCC(=O)Nc2nonc2NC(=O)COc2cc(C)ccc2C)c1
    -3, /
18	COc1ccccc1C(=O)N1CCN(C2CCN(Cc3ccccc3)CC2)CC1
    9&8, 107
19	COc1ccc(CN(Cc2cccnc2)S(=O)(=O)c2ccc(-n3cnnn3)c(C)c2)cc1OC
    10, 106
20	COc1cccc(C(=O)N2CCN(C3CCCCC3OC)CC2)c1 (stereo not drawn)
    -13, /
21	O=C1NC2=C(C(=O)CCC2)C(c2ccc3ncccc3c2)N1 (stereo not drawn)
    -8, 111
22	Cn1c2ccc(Cl)cc2c2nc3ccccc3nc21
    8, 88
23	C=CCOC(=O)C1=C(C)NC2=C(C(=O)CCC2)C1c1ccc(OC)c(OC)c1 (stereo not drawn)
    /, 154
24	Cc1ccc(-c2nnc3sc(-c4ccc5c(c4)OCCO5)nn23)cc1
    16, /
25	Cc1ccc2oc(-c3ccc(NC(=O)c4cccs4)cc3)nc2c1
    1, /
26	Cc1ccc2nc(N3CCN(Cc4ccc(F)cc4)C3=O)c(C)cc2c1
    -8, 116
27	NS(=O)(=O)c1ccc(NC(=O)c2ccccc2C(=O)O)cc1
    -10, /
28	CC1=C(C(=O)OC(C)C)C(c2ccc(C)c([N+](=O)[O-])c2)C2=C(CCCC2=O)N1 (stereo not drawn)
    -8, 76
29	CC(C)CN1C(=O)/C(=C/c2ccc(Cl)cc2Cl)SC1=S
    6, /
30	CC1(C)CC(=O)C2=C(C1)Nc1ccccc1N(C(=O)c1ccccc1)C2c1ccc(-c2cccc([N+](=O)[O-])c2)o1 (stereo not drawn)
    /, 66

Next section.
Order of values – HePTP inhibitor, BAP1 inh
31	Cc1ccccc1Nc1nc(N)nc(CSc2nnnn2-c2ccccc2)n1
    9, 107
32	COc1ccc(C2=NN(C(=O)CCC(=O)O)C(c3cccc([N+](=O)[O-])c3)C2)cc1 (stereo not drawn)
    5, /
33	CCC(CC)C(=O)NCCc1cc2c(OC)ccc(OC)c2[nH]c1=O
    14, 106
34	CCOC(=O)C1C2C=CC3(CN(c4ccc(Cl)c(F)c4)C(=O)C13)O2 (stereo not drawn)
    5, /
35	CCNC(=O)[C@H]1O[C@@H](n2cnc3c(N)nc(NCCc4ccc(CCC(=O)O)cc4)nc32)C(O)[C@H]1O (stereo partly drawn)
    /, 94
36	COc1ccc(C)cc1NC(=O)C1CCCN(S(=O)(=O)c2c(C)noc2/C=C/N(C)C)C1 (stereo not drawn)
    8, 58
37	COc1ccc(CSC2=NCCN2)cc1Cl
    2, 106
38	O=C(c1cccnc1)N1N=C2CCCCCC2C1(O)C(F)(F)F (stereo not drawn)
    8, /
39	COc1ccc(C=C2C(=O)N(c3ccc(C)cc3)C(=S)N(c3ccc(C)cc3)C2=O)cc1C(=O)O
    -5, /
40	CCOC(=O)C1=C(C)N=c2s/c(=C\c3ccc(O)c(OC)c3)c(=O)n2C1c1ccc(C)cc1 (stereo not drawn)
    9, /
41	O=C(CSc1cn(Cc2ccccc2)c2ccccc12)Nc1nccs1
    0, 80
42	COc1ccc(NC(=O)c2cc3ccccc3oc2=Nc2ccccc2Cl)cc1
    /, 72
43	CCOC(=O)c1sc(NC(=O)C2CC=CCC2C(=O)O)nc1C (stereo not drawn)
    24, 95
44	CCOC(=O)c1ccc(NC(=S)NC(=O)c2ccc(Cl)cc2)cc1
    -10, /
45	Clc1ccc(CSc2nnc(-c3ccccc3)o2)c(Cl)c1
    -5, /

Other entries follow:
Order of values – HePTP inhibitor, BAP1 inh
46	CCOc1cccc(N2C(=O)CC(N3CCN(C)CC3)C2=O)c1 (stereo not drawn)
    4, 55
47	NNC(=O)c1ccc(-n2c(-c3ccccc3)ccc2-c2ccccc2)cc1
    5, /
48	CCOC(=O)C1CCN(S(=O)(=O)c2ccc(C(=O)OC)cc2)CC1
    7, 110
49	Cc1nc(Nc2nc(-c3ccccc3)cc(=O)[nH]2)nc2c(C)cccc12
    -8, /
50	CN(C)CCNc1nc2c(c(=O)[nH]c(=O)n2C)n1CC(O)COc1ccc(Cl)cc1 (stereo not drawn)
    5, 100
51	COC(=O)c1c(-c2ccco2)csc1NC(=O)C1CC=CCC1C(=O)O (stereo not drawn)
    0, 93
52	COc1ccc(CN2CCN(S(=O)(=O)c3ccccc3)CC2)cc1OC
    -15, /
53	O=C(CN(CCc1ccccc1)S(=O)(=O)c1ccc(Cl)cc1)NCc1ccccn1
    -4, /
54	CCCCc1ccc(NC(=O)COc2cccc(Cl)c2)cc1
    /, 54
55	C/C(=N\N=C\c1cccc([N+](=O)[O-])c1)C1C(=O)c2ccccc2C1=O
    2, /
56	COc1ccc(Cl)c(NC(=O)Nc2c(C)n(-c3ccccc3)c(=O)n2C)c1
    13, 152
57	COc1cc(NC(=O)COc2ccccc2C)cc([N+](=O)[O-])c1
    2, /
58	CC(=O)C1=C(O)C(=O)N(c2ccc(O)cc2)C1c1ccc(F)cc1 (stereo not drawn)
    /, 81
59	CC(C)(CNC(=O)c1cc2ccccc2o1)N1CCOCC1
    3, 87
60	Cc1c(C)n(C)c2ccc(C(=O)NCc3cccs3)cc12
    11, 85

Record cards, as listed above. Screens in order: HePTP inhibitor | BAP1 inh
`COc1ccc(C=C2C(=O)N(c3ccc(C)cc3)C(=S)N(c3ccc(C)cc3)C2=O)cc1C(=O)O` as listed: -5 | /
`Cc1ccc(-c2nnc3sc(-c4ccc5c(c4)OCCO5)nn23)cc1` as listed: 16 | /
`Cc1nc(Nc2nc(-c3ccccc3)cc(=O)[nH]2)nc2c(C)cccc12` as listed: -8 | /
`CCOC(=O)C1C2C=CC3(CN(c4ccc(Cl)c(F)c4)C(=O)C13)O2` (stereo not drawn) as listed: 5 | /
`CC(C)CN1C(=O)/C(=C/c2ccc(Cl)cc2Cl)SC1=S` as listed: 6 | /

Other entries follow.
Order of values – HePTP inhibitor, BAP1 inh
61	O=C1c2cccnc2C(=O)N1Cc1ccco1
    8, 60
62	CCOc1cccc2cc(-c3cn4cc(C)ccc4n3)c(=O)oc12
    12, 59
63	Cc1cccc(NC(=O)CSc2nc3ccc(N4C(=O)c5ccccc5C4=O)cc3s2)c1C
    -7, /
64	Cc1cccc(NC(=O)CSc2nc3ccccc3s2)c1C
    9, /
65	COCCN1Cc2cccc(C(=O)Nc3ccc4c(c3)OCCO4)c2C1=O
    4, 96
66	CCOC(=O)c1cn(-c2ccc(F)c(F)c2)c2c(F)c(F)c(F)c(F)c2c1=O
    8, /
67	CC(C)c1ccc(NC(=O)C(c2ccc3c(c2)OCO3)N2CCC3(CC2)OCCO3)cc1 (stereo not drawn)
    5, 81
68	CCOC(=O)c1ccc(NC(=O)CSc2nnc(Cc3cccs3)n2C)cc1
    6, 70
69	COCC(=O)N(CCc1ccc(OC)c(OC)c1)Cc1nc2ccccc2c(=O)[nH]1
    4, 77
70	Cc1ccc(Cn2c(=O)cc(C(=O)O)c3ccccc32)cc1
    4, 127
71	Nc1nnc2c(n1)CCCC2
    -1, 93
72	O=C1NC(c2ccc([N+](=O)[O-])cc2)Nc2c1sc(=S)n2-c1ccccc1 (stereo not drawn)
    -3, /
73	N#CCSc1nnc2sc3ccccc3n12
    2, 101
74	COc1cccc(C2c3c(-c4ccccc4)n[nH]c3C(=O)N2c2ccccc2)c1 (stereo not drawn)
    -12, /
75	COc1ccc2c(c1)c(C(=O)OCCN(C)C)c(C)n2C
    -3, 79

Reprinted from the part before: 2 entries, then new ones.
Order of values – HePTP inhibitor, BAP1 inh
74	COc1cccc(C2c3c(-c4ccccc4)n[nH]c3C(=O)N2c2ccccc2)c1 (stereo not drawn)
    -12, /
75	COc1ccc2c(c1)c(C(=O)OCCN(C)C)c(C)n2C
    -3, 79
76	Cc1cc(C)n(C(=O)CN2C(=O)CCC2=O)n1
    6, 161
77	Cc1c(Cl)cccc1NC(=O)c1ccc(Br)o1
    10, /
78	COc1ccc(-c2nc3nc(C)cc(C)n3n2)cc1
    4, 91
79	N#CC1=C(Nc2ccc(Br)cc2)CCC1
    4, 98
80	CCN(CC)C(=O)C1CC(c2ccc(OC)cc2)=NO1 (stereo not drawn)
    -7, 96
81	COC(=O)C1=C(C)N(C)C(=O)/C1=C\c1ccccc1Cl
    -1, /
82	O=C(OCC(=O)N1c2ccccc2Sc2ccccc21)C1CC(=O)N(Cc2ccco2)C1 (stereo not drawn)
    5, 76
83	CC(C)COC(=O)NCCOC(=O)Nc1cccc(Cl)c1
    6, 97
84	O=C(Nc1ccccc1C(=O)Nc1ccc(Br)cn1)c1ccccc1Cl
    -1, /
85	COc1cc(OC)cc(C(=O)Nn2c(C)nc3ccccc3c2=O)c1
    -9, 112
86	Cc1cccnc1NCC(O)COc1ccccc1 (stereo not drawn)
    4, 104
87	CCOC(=O)C1C(=O)NC(N2CCCCC2)=NC1c1ccco1 (stereo not drawn)
    4, 94
88	COC(=O)c1cc(Br)c(C)c(NC(C)=O)c1[N+](=O)[O-]
    9, /
89	COc1cc(C=C2C(=O)N(c3ccc(C)cc3)C(=S)N(c3ccc(C)cc3)C2=O)ccc1O
    2, /
90	CCOC(=O)c1cc(NC(=O)N2CCCc3ccccc32)c(C)nc1C
    6, 95

Further results follow:
Order of values – HePTP inhibitor, BAP1 inh
91	COc1ccc(-c2csc(N(CC3CCCO3)C(=O)c3cccs3)n2)cc1 (stereo not drawn)
    5, 89
92	Cc1nn(C)c(C)c1S(=O)(=O)N1CCCC(C(=O)NCC2COc3ccccc3O2)C1 (stereo not drawn)
    -5, 83
93	Cc1ccc(-c2cc3nc(C)c(Cl)c(=O)n3[nH]2)cc1
    5, /
94	Cc1cc(=O)[nH]c(Nc2nc3ccccc3o2)n1
    -9, /
95	O=C(NC1CCCCCC1)C1CCN(C(=O)Cc2ccccc2)CC1
    6, 99
96	CC(C)Oc1c(Cl)cc(CNC(C)(C)CO)cc1Cl
    -7, 123
97	CCOC(=O)c1ccc(NC(=O)C(=O)NCCOC)cc1
    9, /
98	C=CCNC(=O)CCCCCNS(=O)(=O)c1ccc(OC)cc1
    8, 73
99	O=c1ccc([N+](=O)[O-])ccc1Nc1ccccn1
    6, /
100	CCc1cccc(NC(=O)c2ccc(NS(=O)(=O)c3c(C)noc3C)cc2)c1
    -11, 98
101	CCC1(C)Cc2c(C#N)c(N)n(N)c(=S)c2CO1 (stereo not drawn)
    2, 62
102	O=C(CSc1nc2ccccc2o1)Nc1ccc(/C=C/c2ccccc2)cc1
    9, /
103	CC1Cc2ccccc2N1C(=O)c1cnsn1 (stereo not drawn)
    -9, 57
104	CC1(C)CC(C)(O)P(=O)(c2ccccc2)O1 (stereo not drawn)
    -5, 86
105	CC(C)C[C@H](NC(=O)NC(C)C)C(=O)O
    7, 95

Later entries:
Order of values – HePTP inhibitor, BAP1 inh
106	Cc1cc(Cl)ccc1OCC(O)CNC(C)C (stereo not drawn)
    2, /
107	CCCC(=O)NS(=O)(=O)c1ccc(NC(=O)c2cccc(Br)c2)cc1
    2, /
108	N=S(=O)(O)Cc1noc2ccccc12
    /, 98
109	c1cc2c3c(cccc3c1)C(N1CCCCC1)=N2
    1, 81&99
110	Cc1ccc2oc(C(=O)Nc3ccc(F)cc3)c(C)c2c1
    -4, /
111	CCOc1ccc(Nc2cc(C)nc3nc(C)nn23)cc1
    8, 103
112	N/C(=N\OC(=O)c1ccc(Cl)c([N+](=O)[O-])c1)c1ccncc1
    12, /
113	Cc1cc2nc(-c3cccnc3SCC(=O)NCc3ccco3)[nH]c2cc1C
    0, /
114	COc1ccc(CCNC(=O)C2CCN(S(=O)(=O)c3cc(OC)ccc3OC)CC2)cc1
    8, 98

3 compounds from above, arranged by count of non-hydrogen atoms, ascending:
Order of values – HePTP inhibitor, BAP1 inh
73	N#CCSc1nnc2sc3ccccc3n12
    2, 101
103	CC1Cc2ccccc2N1C(=O)c1cnsn1 (stereo not drawn)
    -9, 57
65	COCCN1Cc2cccc(C(=O)Nc3ccc4c(c3)OCCO4)c2C1=O
    4, 96
